From PubChem BioAssay
Cardio protect: myocardial damage modulation in H9c2 cells. H9c2 cardiomyocytes, H2O2 injury protection, ATPLite, 2 h. AID 588492. 0.63% of 360,000 active. protection from H2O2 cell death, % at 20 µM;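 active means compounds giving at least 50% protection of heart cells from peroxide-induced death in the single-dose screen, raw or plate-pattern-corrected value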;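 further: 0% = DMSO wells with peroxide and 100% = DMSO wells without peroxide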
iPSC survival up: enhancers of human iPSC single-cell survival; 0.044% of 360,000 active; survival enhancement, % at 20 µM; hiPSC single-cell survival, ATPlite luminescence; 100% = ROCK inhibitor wells, 0% = DMSO; AID 602274; in the data active means survival enhancement above about 18%;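 further: cells exposed to compounds for 16 hours before the ATP read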
CaV13 ICDI inh: Primary screen for inhibitors of IQ motif and Ca2+-dependent inactivation inhibitor domain binding in CACNA1D, Förster resonance energy transfer in living cells, …; HEK cells, CFP/YFP FRET ICDI-IQ, plate reader, 10 min; percent FRET-ratio fall versus neutral wells; inhibition, % at 12.3 µM; 0.098% of 340,000 active; AID 743397;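 active means mean replicate inhibition of at least 30% and at least 1% of replicates passing that level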;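 further: 0% = median of the neutral control wells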
Shn3 3UTR inh: Schnurri-3 reporter inhibition in Clone20 osteoblasts | Clone20 osteoblast Shn3 3'UTR firefly luciferase, 24 h | inhibition, % at 12.5 µM | 0.52% of 360,000 active | AID 588674;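 active means mean inhibition of at least 75% with every replicate also reaching 75%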;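 further: 0% = median of neutral control wells and 100% = pilot-screen positive control compound; some compounds past the cut are filed as inactive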
Peg3 promoter: inhibitors of Peg3 promoter | inhibition, % at 20 µM | HeLa PEG-Prom luciferase reporter, luminescence, overnight | 1.7% of 360,000 active;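 active means inhibition of at least 50% at 20 µM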
HIF-2a inh: blocks HIF-2a reporter activity | 786-0 RCC cells HIF-2a reporter, luciferase luminescence, overnight | inhibition, % at 18.8 µM | 0.72% of 360,000 active | AID 624352;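 active means inhibition of the luminescence signal of 40% or more relative to plate controls, in a single-dose primary screen at 18.75 µM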
NR2E3 ag-1: activates human NR2E3 receptor | AID 602229 | 0.35% of 360,000 active | inhibition of corepressor binding, % at 3.98 µM | CHO-S Gal4-NCOR/VP16-NR2E3 two-hybrid, luciferase;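 active means inhibition above the mean of all tested compounds plus 3 SD, cut at about 70% in these data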;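 further: 0% = DMSO with NR2E3 transfected cells and 100% = cells lacking NR2E3 construct; higher means lower luciferase signal from less NR2E3 corepressor binding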
NR2E3 ag-2: activates human photoreceptor nuclear receptor NR2E3 | Q9Y5X4 | GST-NR2E3/biotin-RetCOR TR-FRET, 1536-well | inhibition of corepressor binding, % at 4.78 µM | 0.12% of 320,000 active | AID 2300;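 active means percent inhibition above the cutoff of mean plus 3 SD of all tested compounds, set per screening campaign, cut at about 20% in these data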;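 further: 0% = DMSO wells and 100% = biotin wells as full block of FRET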
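Format: 1536-well format; test system: GST-NR2E3 and biotin-RetCOR proteins; read-out basis: percent inhibition of TR-FRET ratio; timing: 5 h incubation at 4 °C; detection: time-resolved FRET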
PDI inh: inhibitors of human protein disulfide isomerase; 0.052% of 350,000 active; inhibition, % at 10 µM; AID 588391; PDI insulin aggregation turbidity, A650, 90 min;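 active means mean inhibition across replicates of 30% or more, whatever share of single replicates reach that level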;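 further: absorbance from insulin aggregation driven by PDI reduction with DTT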
Target sequence (P07237 whole entry, looked up): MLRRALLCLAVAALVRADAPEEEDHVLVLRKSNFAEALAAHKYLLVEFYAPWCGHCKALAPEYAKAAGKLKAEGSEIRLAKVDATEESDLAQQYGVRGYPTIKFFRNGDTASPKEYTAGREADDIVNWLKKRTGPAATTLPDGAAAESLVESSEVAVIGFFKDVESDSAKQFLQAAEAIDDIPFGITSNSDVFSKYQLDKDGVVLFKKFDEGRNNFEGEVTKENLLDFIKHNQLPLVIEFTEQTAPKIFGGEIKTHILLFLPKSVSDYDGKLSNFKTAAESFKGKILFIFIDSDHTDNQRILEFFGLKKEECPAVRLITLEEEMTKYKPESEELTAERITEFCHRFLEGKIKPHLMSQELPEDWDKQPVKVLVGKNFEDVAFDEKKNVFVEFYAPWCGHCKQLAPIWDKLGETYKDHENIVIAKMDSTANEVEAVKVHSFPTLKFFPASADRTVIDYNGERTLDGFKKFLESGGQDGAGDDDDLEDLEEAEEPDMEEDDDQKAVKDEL
MITF TRPM1 inh: MITF TRPM1 promoter inhibition in SK-MEL-5 cells | 0.83% of 330,000 active | inhibition, % at 12.5 µM | AID 488899 | SK-MEL-5 TRPM1 promoter luciferase, 24 h;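 active means mean inhibition across replicates of 60% or more, whatever share of single replicates reaches that level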; further: values of inactives mirror those of a sister screen read the other way
m5-HT2A agonist: mouse HTR2A agonism via beta-arrestin recruitment | CHO-K1 mHTR2A beta-arrestin complementation, luminescence; percent of 30 µM serotonin response | AID 624169 | 0.66% of 360,000 active | P35363 | activation, % at 7.6 µM;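 active means activation above a run cutoff, the mean activation of all tested compounds plus 3 SD, cut at about 14% in these data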;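 further: 0% = plate median of compound wells and 100% = 30 µM serotonin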
Target sequence (P35363 whole entry, looked up): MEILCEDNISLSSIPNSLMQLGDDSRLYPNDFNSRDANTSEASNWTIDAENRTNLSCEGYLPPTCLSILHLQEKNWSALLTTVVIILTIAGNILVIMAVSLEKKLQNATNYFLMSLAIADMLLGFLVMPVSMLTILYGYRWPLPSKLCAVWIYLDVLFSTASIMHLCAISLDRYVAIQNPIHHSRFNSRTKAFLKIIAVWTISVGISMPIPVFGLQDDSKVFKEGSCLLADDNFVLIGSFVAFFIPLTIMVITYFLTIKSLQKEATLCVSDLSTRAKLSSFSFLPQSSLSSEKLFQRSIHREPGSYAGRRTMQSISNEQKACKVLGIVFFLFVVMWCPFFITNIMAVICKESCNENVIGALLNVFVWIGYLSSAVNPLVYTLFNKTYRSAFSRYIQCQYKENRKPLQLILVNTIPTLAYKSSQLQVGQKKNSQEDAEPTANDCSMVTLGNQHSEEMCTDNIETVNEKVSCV
Starred values were filed as active, the others as inactive; . = not tested or not shown.

nr	SMILES	Shn3 3UTR inh	PDI inh	Cardio protect	m5-HT2A agonist	HIF-2a inh	iPSC survival up	NR2E3 ag-2	CaV13 ICDI inh	Peg3 promoter	NR2E3 ag-1	MITF TRPM1 inh
1	O=C(/C=C/Sc1ccccc1)c1ccccc1	68	1	-26	-2	-53	-5.0	-1	-9	79*	-59	11
2	COc1cccc(-c2onc3ccc(C(=O)/C=C/N(C)C)cc23)c1	10	12	18	3	-23	-0.5	-3	-4	-4	-17	12
3	O=S(=O)(c1ccc2nc(COc3ccc(Cl)cc3Cl)[nH]c2c1)N1CCOCC1	29	5	-2	-3	-68	1.5	3	-9	-24	-6	9
4	O=C(COC(=O)c1ccc(S(=O)(=O)N2CCCC2)cc1)Nc1ccccc1Cl	-36	-6	0	3	5	-1.2	.	-7	-11	-2	.
5	Cc1nc2ccc(S(=O)(=O)NCC(=O)N3CCc4ccccc43)cc2s1	-11	-8	2	4	11	-0.5	1	.	27	3	3
6	CCOc1ccc(N(C(=O)c2snc(C(N)=O)c2N)C(C(=O)NC2CCCC2)C(C)C)cc1 (configuration not stated)	12	3	5	4	7	-0.3	3	-3	8	-1	-1
7	NNC(=O)c1nc[nH]c1C(=O)Nc1ccccc1[N+](=O)[O-]	11	-5	18	-1	2	0.8	-4	-4	7	-14	-10
8	O=C(Nc1cccc(Cl)c1Cl)C1CC(=O)N(c2ccc(Br)cc2)C1 (configuration not stated)	87*	-5	-21	3	20	1.8	2	-11	24	-13	22
9	Cc1nnc(NC(=O)CCN2C(=O)/C(=C\c3ccccc3)SC2=S)s1	16	-6	-3	-1	23	4.4	1	-15	5	-9	4
10	O=C(CNS(=O)(=O)c1ccccc1)N1CCN(c2ccccc2)CC1	5	-8	0	-3	-58	0.1	0	.	-3	9	0
11	O=C(O)CCCCCCCCc1cn(Cc2ccc(C(=O)c3ccccc3)cc2)nn1	9	2	14	8	18	-2.1	0	-4	9	-49	31
12	O=[N+]([O-])c1cccnc1N1CCC(c2cc(-c3ccc(Cl)cc3Cl)n[nH]2)CC1	3	-7	-19	-5	-17	-1.9	1	-5	21	46	0
13	O=c1c(-c2ccccc2)c(O)nc(SCCN2CCOCC2)n1-c1ccccc1	-22	0	2	3	12	-1.7	4	-1	11	-17	16
14	CCOC(=O)c1sc(NC(=O)CCc2ccccc2)nc1C	-18	-101	9	0	12	-0.3	2	-5	23	-14	4
15	N#Cc1c2n(c(=O)[nH]c1=O)CCCCC2	3	2	-10	-3	23	-2.7	-4	.	6	1	10
16	COC(=O)c1sc(NC(=O)COc2ccccc2C)nc1C	-14	6	-2	2	-201	-0.7	-2	-10	-126	-16	-42
17	Cc1cc(N2CCN(C(=O)Nc3ccccc3C#N)CC2)c2ccccc2n1	2	-5	3	-5	21	0.1	.	-1	1	-56	11
18	O=S(=O)(c1cccc(C(F)(F)F)c1)N1CCN(c2nnnn2-c2ccccc2)CC1	2	10	-2	2	-3	-4.4	2	-7	11	10	0
19	Cc1ccn2cc(-c3cccc(S(=O)(=O)N4CC(C)OC(C)C4)c3)nc2c1 (configuration not stated)	20	1	2	4	-22	0.4	-2	-4	-13	25	0
20	O=C(O)c1ccc(N2CCCCC2)cc1	-15	-15	-2	4	2	2.9	0	-5	7	-6	3
21	Cc1c(C(=O)NCC2COc3ccccc3O2)oc2ccc(S(=O)(=O)N3CC(C)CC(C)C3)cc12 (configuration not stated)	65	-6	6	0	17	1.3	-2	.	32	16	22
22	O=C(CCNS(=O)(=O)c1ccc(Cl)cc1)N1CCN(c2ncccn2)CC1	-23	-6	-4	11	10	1.4	.	-6	2	-8	2
23	C#CCOCCOCCOCCNc1nc(N2CCOCC2)nc(N2CCN(C(=O)[C@H](Cc3cc4ccccc4[nH]3)n3cc([C@@H](N)CC(C)C)nn3)CC2)n1	-17	22	14	-9	24	-2.3	0	.	-15	-6	4
24	CCn1c(Cc2ccc(OC)cc2)nnc1SCC(=O)N1CCN(c2ccccc2)CC1	-17	-2	2	4	18	0.4	-2	-6	14	-21	2
25	CSc1ccc(N=Nc2c(C)[nH]n(C)c2=O)cc1	-53	-16	10	4	-62	0.6	-3	6	-65	-46	-28
26	COc1ccc(C(=O)c2ccccc2O)c(O)c1	-24	2	-3	-4	5	2.6	3	-4	-16	-9	-19
27	CCOC(=O)N1CCN(C(=O)C2CCN(c3nnc(-n4cccc4)s3)CC2)CC1	-2	.	1	-4	-5	-2.1	-2	-2	9	-30	-7
28	N#CCC(=O)c1sccc1-n1cccc1	8	9	-11	1	12	1.2	3	-20	6	-40	15
29	O=C(CSc1nnc(Nc2ccccc2)s1)Nc1cccc(S(=O)(=O)N2CCCCC2)c1	3	1	-7	-6	-66	1.6	1	2	-49	-20	-6
30	CN=C(c1ccccc1)c1c(C)cccc1C	9	0	-3	2	19	1.1	0	-4	5	-29	8

Pulled by compound from above, 5 records:
nr	SMILES	Shn3 3UTR inh	PDI inh	Cardio protect	m5-HT2A agonist	HIF-2a inh	iPSC survival up	NR2E3 ag-2	CaV13 ICDI inh	Peg3 promoter	NR2E3 ag-1	MITF TRPM1 inh
24	CCn1c(Cc2ccc(OC)cc2)nnc1SCC(=O)N1CCN(c2ccccc2)CC1	-17	-2	2	4	18	0.4	-2	-6	14	-21	2
5	Cc1nc2ccc(S(=O)(=O)NCC(=O)N3CCc4ccccc43)cc2s1	-11	-8	2	4	11	-0.5	1	.	27	3	3
17	Cc1cc(N2CCN(C(=O)Nc3ccccc3C#N)CC2)c2ccccc2n1	2	-5	3	-5	21	0.1	.	-1	1	-56	11
27	CCOC(=O)N1CCN(C(=O)C2CCN(c3nnc(-n4cccc4)s3)CC2)CC1	-2	.	1	-4	-5	-2.1	-2	-2	9	-30	-7
4	O=C(COC(=O)c1ccc(S(=O)(=O)N2CCCC2)cc1)Nc1ccccc1Cl	-36	-6	0	3	5	-1.2	.	-7	-11	-2	.

(further entries)
nr	SMILES	Shn3 3UTR inh	PDI inh	Cardio protect	m5-HT2A agonist	HIF-2a inh	iPSC survival up	NR2E3 ag-2	CaV13 ICDI inh	Peg3 promoter	NR2E3 ag-1	MITF TRPM1 inh
31	CCn1ccnc1CN1CCC(n2nccc2NC(=O)c2ccccc2OC)CC1	-5	6	3	-3	15	2.9	2	.	-7	-23	-2
32	Cc1ccsc1C(=O)C1CCCN(Cc2cc(F)ccc2-n2cccn2)C1 (configuration not stated)	7	-3	-3	-3	22	-0.4	2	2	23	-7	-5
33	CN1CCCN(C(=O)CC(c2ccccc2)c2ccccc2)CC1	3	3	3	3	14	4.4	-2	-6	10	-14	-11
34	O=C(CN1C(=O)/C(=C\c2cccs2)SC1=S)Nc1cccc(C(=O)O)c1	-69	8	2	5	-11	0.9	-4	-14	-7	-4	9
35	COc1cc(C=c2c3ccccc3n3c2cc(-c2ccccc2)[n+]3C)cc(OC)c1OC	0	-11	-18	2	-22	-3.1	.	-9	38	-42	65*
36	COc1cccc(C(=O)C2CCCN(Cc3cccc(-n4nc(C)cc4C)c3)C2)c1 (configuration not stated)	-3	-2	-2	0	17	-0.8	4	-3	12	-10	14
37	Cc1ccc(-c2noc(CSc3nnc(CCc4ccccc4)n3-c3ccccc3)n2)cc1	73	0	-17	-2	0	-3.2	-1	-9	14	-3	-7
38	CCN1CCN(S(=O)(=O)c2ccc(OC)c(NC(=O)c3ccccc3)c2)CC1	-10	-2	-5	5	11	-0.3	0	-6	13	6	9
39	COc1ccc(-c2cc(C(F)(F)F)n3nc(C(=O)N(C)Cc4ccccc4)cc3n2)cc1OC	19	-4	9	1	-9	0.5	4	-2	24	5	-14
40	O=C(Nn1c(=O)[nH]c2ccccc2c1=O)c1ccco1	-8	0	5	0	3	1.8	-2	-4	3	-16	6
41	O=C(NC1CCCCCC1)C1c2ccccc2C(=O)N1C1CC1 (configuration not stated)	-10	-3	11	-4	-2	-0.7	0	-5	18	-6	8
42	N/C(=N\OC(=O)c1ccc2ccccc2c1)c1cccc([N+](=O)[O-])c1	-28	-4	-20	-1	-176	0.5	2	-4	-107	-13	-48
43	O=C(NC1CCCCC1)c1cc(-c2ccc(Cl)cc2)on1	-24	8	5	6	-47	1.1	4	-3	-58	-25	-70
44	CC(C)[C@H](NC(=O)Nc1ccc(S(N)(=O)=O)cc1)C(=O)O	10	10	2	-4	7	-2.6	-1	-8	2	-11	-3
45	CN1C(=O)C(CC#N)(C2(CC#N)C(=O)N(C)c3ccccc32)c2ccccc21 (configuration not stated)	-1	3	8	-1	-3	-2.9	.	-8	4	6	0
46	CCOc1ccc(/C=C/C(=O)N(CC)CC(=O)Nc2c(F)cccc2F)cc1OC	-10	11	-1	-2	16	0.5	.	-9	11	-2	.
47	O=C(c1ccccc1[N+](=O)[O-])n1cnc2ccccc21	-3	-5	-2	2	4	1.8	2	-5	-1	-11	-11
48	Fc1ccc(-c2nc3c4ccccc4ccn3c2Cc2ccccc2)cc1	-7	4	2	-2	-8	-1.0	.	-6	-14	-7	.
49	COCCN(Cc1nc(C2(c3ccc(C)cc3)CCCC2)no1)C(C)C	2	3	0	3	15	-0.4	0	13	21	-5	8

Marked active in Peg3 promoter (from the list above):
# | SMILES | Shn3 3UTR inh | PDI inh | m5-HT2A agonist | HIF-2a inh | NR2E3 ag-2 | CaV13 ICDI inh | Peg3 promoter | NR2E3 ag-1 | MITF TRPM1 inh
1 | O=C(/C=C/Sc1ccccc1)c1ccccc1 | 68 | 1 | -2 | -53 | -1 | -9 | 79* | -59 | 11

Compounds as they come (roughly 3.9% active in at least one column).
